KDM4E inh: JMJD2E (human) inhibition; Potency, µM (titrated, usually from 57.1 µM), inactives show top-dose activity change, negative = inhibition, usual class: inhibitors; actives 1.6% (n = 230,000); AID 2147; JMJD2E catalytic domain, FDH-coupled NADH fluorescence (FDH is formaldehyde dehydrogenase); B2RXH2; active means well fitted inhibition curve with a large enough effect, not every such curve was filed as active; inconclusive means small, poorly fitted or top-dose-only effect, or another doubt; inactive means no such curve, though single readings can be large or run the other way;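 further: 0% = wells with enzyme and -100% = buffer wells without enzyme; nearly all actives have a fitted effect of over 50% in size; many of its hits are not listed in these tables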
Target sequence (B2RXH2 1-337 limits assumed): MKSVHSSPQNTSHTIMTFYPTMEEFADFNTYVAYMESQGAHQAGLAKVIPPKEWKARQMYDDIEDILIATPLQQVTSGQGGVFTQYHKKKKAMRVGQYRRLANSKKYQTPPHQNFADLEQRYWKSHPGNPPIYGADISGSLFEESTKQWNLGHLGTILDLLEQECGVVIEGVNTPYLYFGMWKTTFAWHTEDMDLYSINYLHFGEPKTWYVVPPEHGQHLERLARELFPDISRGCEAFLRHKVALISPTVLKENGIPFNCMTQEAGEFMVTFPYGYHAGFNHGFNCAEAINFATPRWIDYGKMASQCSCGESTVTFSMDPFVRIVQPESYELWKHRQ
RECQ1 helicase: inhibitors of human RECQ1 DNA helicase; RECQ1 DNA unwinding, red fluorescence kinetic read; actives 0.54% (n = 240,000); P46063; Potency, µM (series often up to 57.3 µM), inactives show top-dose activity, negative = inhibition, hits mostly inhibitors;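 further: plate controls were vehicle for no effect and no enzyme for full effect; nearly all actives have a fitted effect of over 30% in size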
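RECQ1T1 50 nM; forked duplex (20 bp + 30-nt ss tails) 200 nM, ATP 2 mM final; pH 8.0, 2 mM MgCl2, 2.5 ug/ml poly(dI-dC); 15 min compound preincubation; discontinuous kinetic read over 2 h at RT.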
ALDH1A1 inh: blocks purified human ALDH1A1 activity. Purified ALDH1A1, NADH fluorescence, propionaldehyde substrate. actives 7.3% (n = 220,000). P00352. Potency, µM (doses to about 75.3 µM), inactives show at the top dose activity, negative = inhibition, usual class: inhibitors; active means well fitted inhibition curve with a large enough effect, not every such curve was filed as active; inconclusive means small, poorly fitted or top-dose-only effect, or another doubt; inactive means no such curve, though single readings can be large or run the other way;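 further: plate controls were no enzyme wells and a reference inhibitor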
Target sequence (P00352 whole entry, looked up): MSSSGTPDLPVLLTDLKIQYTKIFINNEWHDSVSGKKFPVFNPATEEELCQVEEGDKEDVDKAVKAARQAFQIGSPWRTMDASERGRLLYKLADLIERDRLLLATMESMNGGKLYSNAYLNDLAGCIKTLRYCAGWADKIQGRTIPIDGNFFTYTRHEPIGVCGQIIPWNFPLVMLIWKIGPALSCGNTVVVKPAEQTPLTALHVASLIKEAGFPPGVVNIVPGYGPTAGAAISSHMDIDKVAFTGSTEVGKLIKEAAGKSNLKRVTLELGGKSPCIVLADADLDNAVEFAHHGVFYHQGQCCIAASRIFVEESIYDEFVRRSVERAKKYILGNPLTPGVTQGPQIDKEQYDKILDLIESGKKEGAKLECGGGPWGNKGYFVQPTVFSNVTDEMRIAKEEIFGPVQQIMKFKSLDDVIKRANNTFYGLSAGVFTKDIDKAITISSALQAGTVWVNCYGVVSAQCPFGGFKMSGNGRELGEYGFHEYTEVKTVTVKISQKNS
Tau fibril ThT: tau fibrillization inhibition (ThT binding); recombinant tau K18 P301L, heparin-induced fibrillization, ThT fluorescence; Potency, µM (doses to about 57.4 µM), for inactives: top-dose activity, negative = inhibition, actives largely listed as inhibitors; actives 2.1% (n = 270,000); AID 1460; further: on the % scale 0 is the no-effect control and ±100 the full control effect; nearly all actives have a fitted effect of over 55% in size
Target sequence (P10636 561-689 P618L limits assumed): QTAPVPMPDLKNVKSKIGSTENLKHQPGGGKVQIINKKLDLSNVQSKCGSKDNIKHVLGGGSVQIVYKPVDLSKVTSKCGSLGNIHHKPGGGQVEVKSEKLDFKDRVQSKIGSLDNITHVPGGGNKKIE
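Fibril formation assay: tau K18 P301L at 15 uM with trace Alexa 594 label, heparin inducer 20 uM, pH 7 sodium acetate buffer, 37 C for 6 hr; endpoint ThT signal.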
L3MBTL1 inh: blocks human L3MBTL1. Q9Y468. AlphaScreen L3MBTL1–H3K9me1 peptide binding. Potency, µM (top dose mostly 57.1 µM), for inactives: at the highest dose activity, negative = inhibition, usual class: inhibitors. actives 0.66% (n = 230,000). AID 485360; further: on the % scale 0 is the no-effect control and ±100 the full control effect; nearly all actives have a fitted effect of over 60% in size
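L3MBTL1 50 nM + b-AHA-H3(1-15)K9me1 75 nM, 30 min RT; compound added, 30 min RT; streptavidin donor/Ni-chelate acceptor beads 10 ug/mL each final, 30 min RT dark; AlphaScreen read.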
LMNA splice mod: modulators of lamin A splicing | Potency, µM (titrated, usually from 46.1 µM), for the others: at the highest dose ratio change, negative = inhibition, actives largely listed as inhibitors | actives 0.01% (n = 200,000) | HeLa LMNA splicing GFP/RFP minigene ratio, 48 h; active means well fitted inhibition curve with a large enough effect in the signal ratio, with a control signal flat, not every such curve was filed as active; inconclusive means small, poorly fitted or top-dose-only effect, or effect the other way, or a change in a side signal; the % refers to the signal ratio; further: on the % scale 0 is the no-effect control and ±100 the full control effect
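S3 HeLa cells stably expressing lamin A-EGFP splicing minigene plus DsRed2, 600 cells/well, 48 h compound exposure at 37C. Laser-scanning cytometry; analysed as GFP (500-530 nm)/RFP (575-640 nm) total intensity ratio; 0.5% DMSO vehicle.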
KinaseGlo FLuc: blocks Kinase-Glo luciferase, a counter-screen artifact; Q27757; Kinase-Glo luciferase, ATP luminescence, 8 min; Potency, µM (series often up to 38.3 µM), for inactives: at the top dose activity change, negative = inhibition, usual class: inhibitors; actives 0.28% (n = 200,000); AID 1379; further: on the % scale 0 is the no-effect control and ±100 the full control effect; nearly all actives have a fitted effect of over 60% in size
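Inhibition of Kinase-Glo luciferase light generation was assessed at 10 uM ATP in pH 7.2 imidazole buffer, with luminescence measured after eight minutes at ambient temperature.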
SMN2 splice up: enhancers of SMN2 splice variant expression. HEK293 SMN2-luciferase splicing reporter, luminescence, 30-36 h. actives 2.8% (n = 210,000). Potency, µM (top dose mostly 46.1 µM), for inactives: top-dose activity change, positive = activation, hits mostly activators; further: % of control where 0% means no effect; nearly all actives have a fitted effect of over 55% in size
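HEK293 cells carry an SMN2 […]–luciferase reporter in which exon 7 inclusion puts luciferase in frame. Cells were plated 10-12 h before compound addition, then incubated 30-36 h at 37C. ONE-Glo luminescence was read; sodium butyrate at 4.5 mM final served as control.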
* hit, by the source's call; i = inactive; ? = inconclusive; nt = not tested or not shown; & = joins results of further samples; [ ] = another dose, or the depositor's remark. Unless noted, the call rests on the fitted dose curve; in most records, active means well fitted curve in the direction sought with a large enough effect; inconclusive means small, poorly fitted or top-dose-only effect, or another doubt; inactive means no such curve, though single readings can be large; an effect the other way counts as inactive or inconclusive. Potency means the concentration at half of the fitted maximal effect. This is a subset (hit frequency here may not be typical).

molecule,KDM4E inh,RECQ1 helicase,ALDH1A1 inh,Tau fibril ThT,L3MBTL1 inh,LMNA splice mod,KinaseGlo FLuc,SMN2 splice up
COc1cc(/C=C2/NC(=O)NC2=O)cc(Br)c1OCc1ccc(C(=O)O)cc1,-25%,-1%,?,-10%,nt,nt,10%,-7%
O=[N+]([O-])c1cc(C(F)(F)F)ccc1N/N=C/c1cc2ccccc2nc1Cl,14%,-5%,6%,?,-1%,21%,-1%,-7%
CC(C)Nc1nc(Oc2ccc(Cl)cc2Cl)cc(C(F)(F)F)n1,-1%,1%,?,-10%,5%,-7%,4%,-16%
COC(=O)CCCCC1SCC2NC(=O)NC21O (stereo unspecified),2%,-3%,4%,-11%,nt,11%,-5%,0%
COc1ccc(NCc2nnc(SCc3ccccc3)n2-c2ccc(OC)cc2)cc1,3%,-8%,2%,-15%,-20%,-7%,-1%,-15%
COC(=O)c1cc2sc(Cl)cc2n1CC(=O)NCC1CCCO1 (stereo unspecified),-4%,11%,-3%,-7%,nt,2%,-2%,11%
CCOc1ccccc1N(CC(=O)NC1CCCCC1)C(=O)CNC(=O)c1ccco1,11%,-6%,-9%,-10%,-4%,-7%,5%,-9%
COc1cc(NC(=S)N2CCC(C(O)(c3ccccc3)c3ccccc3)CC2)cc(OC)c1,8%,17%,5%,9%,-19%,?,-3%,-79%[inhibitor]
O=C(NCCNC1CCC(c2ccccc2)CC1)c1ccc(F)cc1 (stereo unspecified),-5%,-3%,?,5%,-2%,nt,1%,-45%[inhibitor]
Cc1ccccc1C(=O)Nc1ccccc1C(=O)NCC(C)C,0%,22%,?,-10%,4%,?,1%,-5%
O=C(c1ccncc1)N1CCC2(CC1)CN(c1ccccc1)C2,nt,-10%,?,nt,nt,nt,-3%,-15%
CCC(=O)N(Cc1cc(=O)[nH]c2ccccc12)C1CCCCC1,-8%,-2%,?,-6%,-3%,-3%,nt,nt
Cc1ccc(N2C(=O)/C(=C/c3ccco3)SC2=S)cc1,-1%,-12%,-4%,?,-20%,4%,6%,8%
CC(=O)N1CCN(C(=S)NC(=O)c2c(-c3ccccc3Cl)noc2C)CC1,1%,-15%,?,-12%,1%,-2%[46 µM],3%,12%
COc1ccc(-n2cc(CN(C)Cc3n[nH]c(=O)[nH]3)c(-c3cccc(F)c3)n2)cc1,?,-3%,?,-11%,-14%,5%[46 µM],-8%,nt
CCC(C)(C)n1nnnc1C(C(C)C)N(Cc1cccnc1)Cc1ccco1 (stereo unspecified),0%,i,-7%,-8%,-13%,13%[46 µM],-3%,-11%
CCC(=O)NC(=S)Nc1ccc(NC(=O)c2ccco2)c(OC)c1,-8%,-2%,-10%,-7%,0%,-2%,-5%,-1%
COc1ccccc1N(C)S(=O)(=O)c1ccc(C(=O)OCC(=O)NCCC2=CCCCC2)cc1,-2%,i,-9%,-14%,8%,7%,3%,?
O=C(Nc1cccc(Cl)c1)c1ccc(NCCCN2CCOCC2)c([N+](=O)[O-])c1,-4%,-7%,-6%,14µM*,-9%,?,4%,-22%
CCS(=O)(=O)c1nc2ccccc2n1CC(=O)N1CCCCC1,0%,1%,-3%,-1%,16%[11.4 µM],-19%,4%,3%
S=C(NCc1ccco1)NCC(c1ccco1)N1CCCCC1 (stereo unspecified),4%,-11%,-3%,?,nt,nt,nt,nt
O=[N+]([O-])c1ccc2nc(-c3ccccc3)n(OCc3ccc(Cl)cc3)c2c1,-3%,-3%,-6%,-21%,-23%,?,0%,-22%
COc1ccc2[nH]cc(C(=O)CN3CCN(C(=O)c4ccco4)CC3)c2c1,-4%,-7%,?,-14%,-3%,2%,-6%,9%
CN(C)c1ccc(/C=N/N=C2/NC(=O)/C(=C/c3ccc([N+](=O)[O-])cc3)S2)cc1,-6%,i,25µM*,?,-9%,?,-3%,28%
O=C(NCc1ccc2c(c1)OCO2)c1cccnc1Cl,7%,-4%,2%,-3%,nt,nt,9%,8%
COc1ccc(C)cc1NC(=O)CCN1CC(C)OC(C)C1 (stereo unspecified),-7%,-6%,-14%,8%,10%,?,-1%,-18%
CN1CCN(Cc2cccc(Oc3ccccc3)c2)CC1,-4%,-5%,6%,-5%,nt,7%,-1%,-2%
O=C(NCc1ccco1)C1c2ccccc2Oc2ccccc21,-5%,-11%,-7%,-8%,?,11%,-4%,-4%
O=C(Nc1cccc(-c2cn3cccnc3n2)c1)c1ccc(Br)o1,?,-9%,?,-22%,8%,-8%,-2%,-2%
Fc1ccccc1-c1nc(NCc2ccco2)c2ccccc2n1,-9%,i,?,-1%,0%,nt,-2%,-6%
COC(=O)C1=C(C(=O)OC)[C@@H]2N(C)c3ccccc3[C@@]23C[C@@H](CO)N=C3N1,9%[11.4 µM],-13%[11.5 µM],13%[13.5 µM],-6%[11.5 µM],nt,?,-4%[7.66 µM],2%[9.22 µM]
Cc1ccc(-c2nnc(N3CCCCC3)c3ccccc23)cc1S(=O)(=O)N(C)C,7%,-7%,-12%,-4%,-6%,3%[0.0737 µM],3%,-54%[inhibitor]
Cc1c(N/C=C/C(=O)C(F)(F)F)c(=O)n(-c2ccccc2)n1C,-5%,-4%,-4%,-11%,nt,-21%[46 µM],1%,1%
COc1ccc(CNC(=O)c2ccc(CS(=O)(=O)Cc3ccccc3F)o2)cc1,1%,-3%,?,-6%,nt,nt,-1%,-22%
COc1ccc(C(=O)N/N=C\c2coc3ccccc3c2=O)cc1,-2%,i,3.5µM*,?,9%,nt,nt,nt
O=c1[nH]c2ccc(S(=O)(=O)N3CCN(C4CCCCC4)CC3)cc2[nH]c1=O,?,-9%,?,-3%,-3%,-9%,3%,9%
Cc1cccc(N2C(=O)CC(N3CCN(c4cccc(C(F)(F)F)c4)CC3)C2=O)c1 (stereo unspecified),-2%,1%,28µM*,-23%,nt,-6%,10%,nt
Cc1cc(NC(=O)CCC(=O)N(CC(=O)NC2CCCC2)c2ccc3c(c2)OCCO3)no1,15%,-2%,8%,0%,8%,6%,4%,-20%
CCNC(=O)CC1C(=O)N(c2ccc(F)cc2)C(=O)N1CCc1ccc(OC)cc1 (stereo unspecified),2%,i,-2%,4%,6%,-3%,-1%,16%
CC(=O)N1CCN(c2ccc(NC(=O)c3ccc(Br)o3)cc2Cl)CC1,-23%,-22%,?,?,-7%[11.4 µM],?,1%,21%
C/C(=N\NC(N)=S)C1C2C3CC4C5CC(C42)C1C53 (stereo unspecified),-5%,-1%,?,-7%,nt,?,-1%,-63%[inhibitor]
COc1cc(CNc2ncn[nH]2)ccc1OCC(=O)NC(C)(C)C,-11%,-2%,-3%,-5%,-13%,nt,-2%,nt
CCc1sc(C(=O)Nc2cccc(C(C)=O)c2)cc1C,-1%,-3%,-8%,?,9%,-17%,1%,?
CC(C)[C@H](NC(N)=O)C(=O)Nc1cccc(S(=O)(=O)N2CCOCC2)c1,-8%,i,?,-5%,5%,2%[46 µM],2%,7%
Cc1c([N+](=O)[O-])cc(C(=O)Oc2ccc(Br)cc2C(=S)N2CCCCC2)cc1[N+](=O)[O-],4%,i,?,?,nt,7%,-4%,-6%
O=C(c1ccccc1NS(=O)(=O)c1ccc(Br)s1)N1CCOCC1,1%,-10%,8%,0%,-4%,0%,2%,11%
Cc1cc(S(=O)(=O)N2CCN=C2c2ccccc2)ccc1F,0%,-4%,4%,-4%,nt,-1%,-4%,-4%
Cc1ccc(NC(=O)COC(=O)CN2C(=O)C3CCCCC3C2=O)cc1S(=O)(=O)N1CCOCC1 (stereo unspecified),7%,3%,-12%,13%,3%,1%,-3%,-6%
C/C(CC(=O)Nc1ccc(C)c(Cl)c1)=N\NC(=O)Cc1cnc(N)s1,15%,i,11%,-15%,2%,-14%[46 µM],-3%,-9%
S=C(NCC(c1ccco1)N1CCCC1)Nc1ccccc1 (stereo unspecified),4%,i,-15%,1%,14%,nt,-1%,8%

Other records
molecule,KDM4E inh,RECQ1 helicase,ALDH1A1 inh,Tau fibril ThT,L3MBTL1 inh,LMNA splice mod,KinaseGlo FLuc,SMN2 splice up
COCCNC(=O)[C@@]1(Cc2ccccc2)C=C[C@@H](C)N1C(C)=O,-29%&-10%,-2%,-9%&5%,3%&-5%,-12%,7%,-2%&-4%,22%&13%
C=CCn1c(SCC(=O)c2cccs2)nc2sc(C)cc2c1=O,-3%,4%,11µM*,-20%,nt,-8%,5%,-28%
Cc1cc(C)c2cc(C(=O)N3CCC(Cc4ccccc4)CC3)[nH]c2c1,-10%,i,nt,?,-19%,nt,nt,nt
Cc1cccc(C2CN(C)CCc3c2cc(O)c(O)c3Cl)c1 (stereo unspecified),13µM*,0%,11%,?,-10%,?,-3%,-9%
COCCNC(=O)c1cnn2c(C(F)F)cc(-c3ccccc3)nc12,-12%,i,?,1%,-3%,nt,-6%,-7%
Cc1nn(CC(=O)Nc2ccc(Cl)c(S(=O)(=O)N(C)C)c2)c(C)c1[N+](=O)[O-],-3%,-4%,0%,-2%,-1%,?,-1%,-43%
COc1ccccc1-c1nnc(NC(=O)OCC(C)C)s1,?,i,?,-5%,1%,-6%,-2%,-19%
Cc1cc(N2CCN(C)CC2)nc2ccc(NC(=O)c3ccc4c(c3)OCO4)cc12,?,-22%,-2%,?,nt,-11%,-4%,nt
O=C(NCc1ccc(F)cc1)C(=O)NCC(c1ccco1)N1CCOCC1 (stereo unspecified),-4%,-3%,7%,-7%,-5%,?,3%,5%
CC(=O)c1csc(COc2ccccc2)n1,-3%,-1%,-5%,-15%,3%,nt,nt,nt
CCCn1cnc2c(=O)oc3ccccc3c21,12%,-1%,7%,-1%,-3%,-2%,-6%,15%
CC(=O)c1ccc(NC(=O)N2C3CCC2CC(O)(c2cccnc2)C3)cc1 (stereo unspecified),4%,-8%,0%,-17%,nt,4%[46 µM],-4%,9%
